Source: PubChem (several laboratories)
CHRM4 agonist = agonists of human muscarinic M4 receptor (CHRM4); P08173; CHO-K1 hM4/Gqi5, Fluo-8 calcium fluorescence; vehicle 0%, full acetylcholine response 100%; activation, % at 3 µM; 360,000 compounds, 0.14% hits; AID 624127;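 active means activation above the run mean over all test wells plus 3 SD, cut at about 32% in these data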;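 further: peak over basal fluorescence ratio per well then scaled between controls; 0% = DMSO wells and 100% = acetylcholine at EC100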
Target sequence (P08173 whole entry, looked up): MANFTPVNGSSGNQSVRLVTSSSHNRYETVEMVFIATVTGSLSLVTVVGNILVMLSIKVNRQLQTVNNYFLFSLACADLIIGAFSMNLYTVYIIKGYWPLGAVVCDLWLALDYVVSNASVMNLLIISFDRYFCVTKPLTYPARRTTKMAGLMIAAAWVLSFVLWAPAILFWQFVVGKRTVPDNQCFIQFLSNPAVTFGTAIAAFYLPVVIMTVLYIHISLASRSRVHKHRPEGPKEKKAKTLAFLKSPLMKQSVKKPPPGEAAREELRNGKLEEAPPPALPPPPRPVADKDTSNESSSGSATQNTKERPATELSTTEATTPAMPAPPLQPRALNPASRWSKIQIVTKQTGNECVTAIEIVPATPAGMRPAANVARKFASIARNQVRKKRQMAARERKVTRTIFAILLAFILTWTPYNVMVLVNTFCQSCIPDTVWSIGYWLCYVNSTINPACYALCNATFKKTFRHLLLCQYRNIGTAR
CRFBP-R2 agonist = agonists of human CRF-binding protein/CRF-R2 receptor complex. AID 588473. activation, % at 13.2 µM. 350,000 compounds, 0.46% hits. HEK293 CRF-R2/CRF-BP, calcium dye fluorescence (FLIPR); percent of saturating CRF peptide response;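 active means activation of at least 50%, plus an integration ratio under a set limit after plate pattern correction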;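 further: plate controls were neutral control wells without compound for no effect and CRF at EC100 for full effect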
CHRM1 PAM = potentiates human M1 receptor response to acetylcholine | AID 588819 | activation, % at 3 µM | 360,000 compounds, 0.088% hits | CHO-K1 hM1, Fluo-8 calcium fluorescence, ACh EC20; 0% = ACh EC20, 100% = maximal ACh; in the data active means activation above about 19%, passing the limit was not always enough
M5 antag = antagonists of human muscarinic M5 receptor (CHRM5); P08912; CHO-hM5 cells, Fluo-8 calcium fluorescence, ACh EC80; inhibition, % at 3 µM; 360,000 compounds, 0.59% hits;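 active means inhibition above a per-plate cutoff, the mean of that plate's test compounds plus 3 SD, cut at about 27% in these data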;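 further: 0% = acetylcholine EC80 with DMSO and 100% = DMSO without agonist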
Target sequence (P08912 whole entry, looked up): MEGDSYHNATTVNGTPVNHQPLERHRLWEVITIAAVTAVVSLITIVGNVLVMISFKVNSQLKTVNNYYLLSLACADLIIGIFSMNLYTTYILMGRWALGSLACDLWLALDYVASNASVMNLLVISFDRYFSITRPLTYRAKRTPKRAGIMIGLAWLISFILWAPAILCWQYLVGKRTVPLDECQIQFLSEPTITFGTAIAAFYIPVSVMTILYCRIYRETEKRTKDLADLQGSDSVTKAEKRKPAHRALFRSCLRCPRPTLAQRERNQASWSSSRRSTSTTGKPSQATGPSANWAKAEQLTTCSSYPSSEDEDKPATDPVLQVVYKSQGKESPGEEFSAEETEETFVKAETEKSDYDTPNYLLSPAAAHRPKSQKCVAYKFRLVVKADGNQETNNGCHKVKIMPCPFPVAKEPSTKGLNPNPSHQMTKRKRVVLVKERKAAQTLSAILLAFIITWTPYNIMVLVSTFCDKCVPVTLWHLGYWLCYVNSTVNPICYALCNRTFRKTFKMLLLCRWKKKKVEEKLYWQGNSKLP
M5 PAM = potentiates acetylcholine response at human M5 receptor. AID 624038. activation, % at 3 µM. 360,000 compounds, 0.3% hits. P08912. CHO-K1 hM5, Fluo-8 calcium, ACh EC20 PAM; 0% = ACh EC20, 100% = ACh EC100;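 active means activation above the run cutoff, the mean activation of all test compounds plus 3 SD, cut at about 18% in these data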
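Assay system: CHO-K1 hM5 cells. Also added: acetylcholine at EC20 concentration, added after compound. Dosing: 3 µM, single dose. Times: compound preincubation 140 s before EC20 acetylcholine addition. Signal: Fluo-8 calcium fluorescence. Measure: % activation relative to EC20 and EC100 ACh responses. Repeats: singlicate, one well per test compound.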
M4 PAM = potentiates acetylcholine response at human M4 receptor. CHO-K1 hM4/Gqi5, Fluo-8 calcium fluorescence, ACh EC20; 0% = ACh EC20, 100% = maximal ACh. activation, % at 3 µM. P08173. 360,000 compounds, 0.4% hits. AID 624126;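 active means activation above its plate's cutoff, the mean activation of sample wells plus 3 SD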; further: some results filed as inactive read as strong as hits
M1 antag = antagonists of human M1 muscarinic receptor; P11229; CHO-K1 hM1, Fluo-8 calcium fluorescence, ACh EC80 antagonist; inhibition, % at 3 µM; 360,000 compounds, 1.3% hits;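 active means percent inhibition above its own plate's cutoff, namely the mean of that plate's compound wells plus 3 SD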;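 further: peak over basal fluorescence ratio during 140 s after agonist addition; 0% = ACh EC80 plus DMSO and 100% = DMSO alone without agonist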
M5 ag = CHRM5 agonism in calcium assay; P08912; 360,000 compounds, 0.19% hits; CHO-K1 hM5 cells, Fluo-8 calcium fluorescence; 0% DMSO wells, 100% maximal acetylcholine response; activation, % at 3 µM; AID 624037;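 active means activation above the run's mean over test compounds plus 3 SD, cut at about 23% in these data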;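 further: signal is peak over basal fluorescence ratio across the kinetic read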
CHRM4 antagonist = CHRM4 antagonism in calcium assay. P08173. inhibition, % at 3 µM. CHO-hM4 cells, ACh EC80, Fluo-8 calcium fluorescence. 360,000 compounds, 0.73% hits;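 active means inhibition above its plate's cutoff, the mean inhibition of sample wells plus 3 SD, cut at about 27% in these data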;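 further: 0% = acetylcholine EC80 with DMSO and 100% = DMSO without agonist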
* = called active by the depositor; / = not tested or not shown.

Structure	CHRM4 agonist	CRFBP-R2 agonist	CHRM1 PAM	M5 antag	M5 PAM	M4 PAM	M1 antag	M5 ag	CHRM4 antagonist
CCN(c1ccccc1)S(=O)(=O)c1ccc(Cl)c(NC(=O)COC(=O)c2cccc(OC)c2O)c1	1	0.6	2	12	-7	14	1	-4	-12
COc1ccc2cc(CCNC(=O)c3ccc(S(=O)(=O)N4CCOCC4)cc3)c(=O)[nH]c2c1	3	-0.5	13	5	0	2	-9	-3	-2
COCCN(C(=O)C1=COCCO1)c1c(N)n(CC(C)C)c(=O)[nH]c1=O	1	0.1	1	5	0	7	3	4	-5
Cc1nccc2oc(=O)c(NC(=O)c3ccc(Cl)cc3)cc12	1	1.3	4	-1	-7	0	-3	-2	-11
C=CCOc1ccnc(-c2ccccc2)n1	0	-0.2	6	8	-2	2	-9	-1	-3
CC(C)CN(C(=O)COc1ccc(-c2nnco2)cc1)C1CCS(=O)(=O)C1 (centres undefined)	1	5.2	1	6	-4	2	-5	-3	-6
CC1Cc2ccccc2N1S(=O)(=O)c1cccs1 (centres undefined)	0	0.6	3	1	-3	6	-3	-5	0
O=C(Nc1cc(Cl)ncn1)c1ccccc1	1	0.4	11	6	-2	4	-11	-2	-12
COC(=O)CNC(=O)c1nn(-c2cccc(OC)c2)c(=O)c2ccccc12	1	-0.8	2	1	-2	2	-34	0	6
Cc1ccc2nc(C)/c(=N\O)c(C)nc2c1	0	-1.2	7	5	-4	0	-7	-3	0
CCCCOC(=O)Nc1nc2ccccc2s1	0	-0.5	-3	-15	1	-2	2	-2	-1
O=C1NC(c2ccccc2Cl)Nc2ccccc21 (centres undefined)	1	-0.2	11	5	-3	-2	-17	-4	3
Cn1c(NC(=O)c2cc(Cl)ccc2Cl)cc(=O)n(C)c1=O	1	5.2	-3	0	-1	-1	11	5	-6
Cc1cccc(NC(=O)CSc2nnc(-c3ccco3)o2)c1C	1	2.1	2	5	1	1	-5	-1	-1
Cc1cc(C)cc(NC(=S)NCCSc2ccc(Cl)cc2)c1	5	-0.1	-25	19	-14	-16	18	-2	15
CN(C)CCN(C(=O)c1ccco1)c1nc2cc3c(cc2s1)OCCO3	3	1.1	11	20	-3	10	-16	-7	-11
COCCCNC(=O)/C(C#N)=C/c1c(N2CCN(C)CC2)nc2ccccn2c1=O	1	-0.8	-3	15	-5	0	7	-4	9
COc1ccccc1OC(C)C(=O)Nc1ccc(S(=O)(=O)Nc2nccs2)cc1 (centres undefined)	1	-0.4	12	11	1	-1	-10	-3	12
CCOC(=O)c1ccc(NC(=O)CCCN2C(=O)NC3(CCCC3)C2=O)cc1	2	-0.7	12	11	-7	5	-6	1	-1
O=C(Nc1cccc(F)c1)Nc1cnccn1	4	0.4	2	4	-8	4	-21	-2	-1
O=[N+]([O-])c1ccccc1-c1ccc(C(=S)N2CCN(c3ccccc3)CC2)o1	1	-1.2	7	0	14	-6	-12	2	-17
COc1ccc(C2c3c(c(C)c(C)oc3=O)Oc3c(C)c(C)oc(=O)c32)cc1	0	0.6	4	9	-1	-2	2	0	11
COc1ccc(CC(=O)N(C)Cc2ccc(OC(F)F)cc2)cc1S(=O)(=O)N1CCOCC1	9	-0.4	-9	5	-9	-5	8	0	12
CC(=O)Oc1ccccc1C(=O)N(C1CCCCC1)C1CCCCC1	-1	-0.5	16	3	-3	-4	-19	-1	4
O=S(=O)(N/N=C/c1c(F)cccc1Cl)c1ccccc1	0	1.4	7	-5	3	6	-16	-1	-4
O=C(Nc1cccc(C(=O)O)c1)Nc1ccc2c(c1)OCO2	1	-3.9	12	-4	-1	18	-9	-2	-5
S=c1[nH]nc(CSc2nc3ccccc3s2)n1C1CCCCC1	0	0.2	-4	-5	-6	6	-18	-8	-1
CCOC(=O)c1nnn(-c2nonc2-n2cccc2)c1C	0	1.2	-4	-8	-5	1	-6	-4	-7
Cc1ccc(CSCC(=O)NCCc2ccccc2)cc1	-1	-0.7	5	16	-3	0	-5	-2	4
Cc1nn(C)c(C)c1CN(Cc1nc(-c2ccc(F)cc2F)oc1C)C1CC1	3	1.7	7	2	1	-9	-15	5	1
O=C(O)CNC(=O)CCN1C(=O)c2ccccc2C1=O	1	-2.1	12	-1	0	10	-13	2	-1
CCc1ccc(N(CC(=O)Nc2nc3ccc(C)cc3s2)S(=O)(=O)c2c(C)noc2C)cc1	2	0.7	-1	0	-4	-1	-7	3	0
O=C(Nc1ccc2c(c1)OCO2)N1CCOCC1	1	-0.3	3	-3	3	7	-4	1	-16
Cc1ccc(S(=O)(=O)NNC(=O)c2cc(C)cs2)cc1	3	-1.2	1	17	-16	14	-6	-7	-6
COc1ccc(CCNC(=O)c2ccc3c(c2)SC2=NS(=O)(=O)CCN23)cc1	3	4.3	-1	-11	7	-9	-20	0	8
O=C(N/N=C/c1ccc(F)cc1)c1c(O)c2ccccc2[nH]c1=O	0	12	8	-6	5	0	-3	-2	0
Cc1sc2nc(COC(=O)c3ccc(Cl)c(N)c3)[nH]c(=O)c2c1C	2	2.1	5	4	-1	-8	-9	3	4
Cc1ccc(C2=NN(CCC#N)C(=O)CO2)cc1	0	-3.4	2	-1	-1	-1	4	-5	1
CC(C)(C)N(Cc1ccccc1)C(=O)COC(=O)C1CC1	0	0.3	5	-1	5	18	-8	-2	-8
CC(C)CN1C(=O)C(NC(=O)C2CC2)(C(F)(F)F)C2=C1CC(C)(C)CC2=O (centres undefined)	1	0.5	2	0	0	2	3	0	-4
CC(OC(=O)c1ccc(S(C)(=O)=O)c([N+](=O)[O-])c1)C(=O)NC1C2CC3CC(C2)CC1C3 (centres undefined)	0	/	-4	9	-4	2	7	2	2
Cc1cc(C)c2cc(C(=O)N3CCN(c4ncccc4C(F)(F)F)CC3)[nH]c2c1	1	0.8	5	-8	1	0	-3	-2	-17
Cc1ccc(Cl)cc1N1CCN(C(=O)c2ccc(CN3CCOCC3)cc2)CC1	9	-0.4	-8	3	1	0	5	0	-3
CCOC(=O)Cc1cc(=O)[nH]c(/N=C(/NC(=O)c2ccccc2)Nc2ccccc2C(F)(F)F)n1	1	7.0	7	9	0	11	-2	-1	3
CCCCN1CCC(CN2C(=S)NC[C@@H]2CC(C)C)CC1	0	-0.2	6	3	-6	10	-3	-3	-12
Cc1nc2ncccn2c1-c1csc(Nc2ccc(N(C)C)cc2)n1	-1	-1.2	6	24	-14	5	-3	-19	-11
Cc1ccccc1C(=O)N1CCN(c2ccc([N+](=O)[O-])c(N3CCOCC3)c2)CC1	4	-0.6	4	-1	-1	-3	-6	1	0
CC(=O)c1c(C)[nH]c(C(=O)Nc2cccc3ccccc23)c1C	4	-0.6	6	6	-1	-1	-4	-2	2
O=C(Cc1ccccc1)Nc1ccc(C(=O)Nc2ccccc2C(=O)O)cc1	-2	-0.5	0	12	0	5	4	-1	9
OCC[C@@H]1C[C@@H](O)[C@H](O)[C@@]2(CCc3ccccc3CO2)O1	-1	0.3	0	13	-1	0	5	-1	2
Cc1c([N+](=O)[O-])cnc(Sc2ccccc2)c1[N+](=O)[O-]	0	-6.5	0	5	0	-1	10	-3	7
COc1cccc(NC(=O)Nc2ccc3c(c2)N(C)C(=O)CS3)c1	25	-0.1	-10	20	-20	-17	24	7	19
COc1ccccc1C(=O)NC(=O)COC(=O)C1CC2CCCC(C1)C2=O (centres undefined)	0	-2.8	9	-12	6	-3	-10	-2	-3
CCCCCC1CC(=O)N(Cc2ccc(Cl)cc2)C(=O)N1 (centres undefined)	0	0.1	-2	0	-4	3	4	-1	2
S=c1[nH]nc(-c2ccccn2)n1/N=C/c1ccco1	0	0.4	5	2	5	0	-7	0	-2
CCN1CCN(Cc2c(O)ccc3c(=O)c(-c4ccccc4OC)coc23)CC1	1	0.7	-7	-10	3	1	8	0	-2
Cc1ccn2cc(C(=O)N3CCN(c4cnn(-c5ccccc5)c(=O)c4Cl)CC3)nc2c1	3	-3.9	3	-5	3	2	9	-12	-9
Cc1ccc(S(=O)(=O)N(C)c2cc(S(=O)(=O)N3CCOCC3)c(C)cc2C)cc1	10	-0.6	10	4	-3	0	-11	0	-5
Cc1oc2c(CN(C)C)c(O)ccc2c(=O)c1-c1cscn1	0	1.6	3	0	3	1	-4	1	3
CC(=O)c1nnn(-c2cccc(C#N)c2)c1C	1	5.9	5	0	-3	1	-7	-2	14

(listing goes on)
Structure	CHRM4 agonist	CRFBP-R2 agonist	CHRM1 PAM	M5 antag	M5 PAM	M4 PAM	M1 antag	M5 ag	CHRM4 antagonist
CCN(CC)c1ccc(NC(=O)C2CCCN(S(=O)(=O)c3cccnc3)C2)c(C)c1 (centres undefined)	2	-3.3	-1	-6	1	2	1	2	-15
CC1CC1C(=O)Nc1ccc(-c2ccccc2)cc1 (centres undefined)	0	-0.4	4	-12	0	-7	0	-6	0
CC(/C=C/c1ccc2c(c1)OCO2)=N\NC(=O)COc1ccccc1C	0	-0.4	6	-2	3	-3	-3	0	12
CCO[C@@H]1OC(C(=O)Nc2ccccc2)=C[C@H](C2CC2)[C@H]1CCCO	2	-1.8	2	3	5	5	2	2	-16
CCCCn1c(-c2ccccc2)cnc1SCC(=O)NCCc1ccc(OC)c(OC)c1	3	-0.5	-2	3	2	-3	1	-4	-3
CCCN(CCO)CCCc1ccccc1	1	-0.8	6	-3	6	6	-8	-4	7
CCCN1C(=O)c2ccccc2NC1c1ccc(Cl)c(Cl)c1 (centres undefined)	5	-1.7	-8	-3	-5	0	11	-4	-8
c1ccc2c(c1)NC(CN1CCOCC1)CO2 (centres undefined)	1	7.4	4	-8	4	7	-27	-4	-18
Cn1c(=O)n(C)c2cc(S(=O)(=O)NCc3ccco3)ccc21	1	-0.3	9	-5	3	1	-7	2	-3
COc1ccc(Cl)cc1C(=O)NCCN(C)C	0	10	5	-8	16	4	1	-12	-2
Fc1ccccc1CSc1ncnc2c1oc1ccccc12	1	3.6	3	5	-3	-5	-7	0	-1
CC(NC(=O)NCCCC(=O)O)(C(F)(F)F)C(F)(F)F	1	2.2	6	0	0	7	-1	-1	7
O=C(O)/C(=C\c1cccc(F)c1)c1ccc(S(=O)(=O)N2CCCCC2)s1	0	-1.4	12	-3	1	-1	-13	1	-4
COc1cccc(OC)c1C(=O)NCCN1CCN(C(=O)c2c(OC)cccc2OC)CC1	0	-0.1	4	3	1	-1	-7	-4	4
Cc1ccccc1CN1[C@@H](CC2CCCCC2)COCCS1(=O)=O	0	1.9	16	9	7	3	2	0	-5

An excerpt of these results, as labelled records.
compound: CC1CC1C(=O)Nc1ccc(-c2ccccc2)cc1 (centres undefined)
  CHRM4 agonist = 0 | CRFBP-R2 agonist = -0.4 | CHRM1 PAM = 4 | M5 antag = -12 | M5 PAM = 0 | M4 PAM = -7 | M1 antag = 0 | M5 ag = -6 | CHRM4 antagonist = 0

compound: CC(/C=C/c1ccc2c(c1)OCO2)=N\NC(=O)COc1ccccc1C
  CHRM4 agonist = 0 | CRFBP-R2 agonist = -0.4 | CHRM1 PAM = 6 | M5 antag = -2 | M5 PAM = 3 | M4 PAM = -3 | M1 antag = -3 | M5 ag = 0 | CHRM4 antagonist = 12
